BoNT-F LC inh: BoNT/F light chain protease inhibitors, primary screen, biochemical, flow cytometry, MLPCN library. Multiplex microsphere protease cleavage assay. inhibition, % at 10 µM. actives 0.22% (n = 360,000). AID 588497, 2011; in the data active = inhibition above about 35%, passing the limit was not always enough; inconclusive = no clear call, values can overlap the other calls; also: plate controls were buffer without enzyme for full effect and enzyme alone for no effect
PfHsp40 rescue: rescue of yeast from PfHsp40 toxicity, primary screen, S. cerevisiae, ATP luminescence | growth rescue, % at 12.5 µM | S. cerevisiae expressing PfHsp40, growth rescue | actives 0.68% (n = 340,000); in the data active = growth rescue above about 28%, passing the limit was not always enough; inconclusive = no clear call, values can overlap the other calls;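 also: yeast W303a lacking pdr1 and pdr3 grown in galactose medium; growth measured after three days at 30 °C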
BoNT-A LC inh2: BoNT/A light chain protease inhibitors, primary screen, biochemical, flow cytometry, MLPCN library. inhibition, % at 10 µM. multiplex microsphere protease substrate cleavage. actives 0.17% (n = 360,000). Botulinum neurotoxin type A light chain protease (Clostridium botulinum A str. ATCC 3502). AID 588499, 2011; also: plate controls were buffer without enzyme for full effect and enzyme alone for no effect
TcdB inh: TcdB glycohydrolase inhibitors, primary screen, biochemical, single point, plate reader. TcdB glycohydrolase enzymatic assay. Toxin B (Clostridioides difficile), P18177. inhibition, % at 9.99 µM. actives 0.24% (n = 350,000); in the data active = inhibition above about 10%
Y pestis TopoI: Yersinia pestis topoisomerase I inhibitors, primary screen, biochemical, cleavage product accumulation, plate reader, single point. Y. pestis Topo-I cleavage product accumulation. activity, % at 10 µM. AID 504884, 2011. actives 0.064% (n = 360,000). DNA topoisomerase I (Yersinia pestis CO92); in the data active = activity above about 50%, passing the limit was not always enough; inconclusive = no clear call, values can overlap the other calls; also: inactives centre near 2
Anthrax LF inh2: Bacillus anthracis LF protease inhibitors, primary screen, biochemical, multiplex microsphere, MLPCN library | Lethal factor (Bacillus anthracis), P15917 | actives 0.12% (n = 360,000) | multiplex microsphere protease cleavage assay | inhibition, % at 10 µM; also: plate controls were buffer without enzyme for full effect and enzyme alone for no effect
Target sequence (P15917 whole entry, looked up): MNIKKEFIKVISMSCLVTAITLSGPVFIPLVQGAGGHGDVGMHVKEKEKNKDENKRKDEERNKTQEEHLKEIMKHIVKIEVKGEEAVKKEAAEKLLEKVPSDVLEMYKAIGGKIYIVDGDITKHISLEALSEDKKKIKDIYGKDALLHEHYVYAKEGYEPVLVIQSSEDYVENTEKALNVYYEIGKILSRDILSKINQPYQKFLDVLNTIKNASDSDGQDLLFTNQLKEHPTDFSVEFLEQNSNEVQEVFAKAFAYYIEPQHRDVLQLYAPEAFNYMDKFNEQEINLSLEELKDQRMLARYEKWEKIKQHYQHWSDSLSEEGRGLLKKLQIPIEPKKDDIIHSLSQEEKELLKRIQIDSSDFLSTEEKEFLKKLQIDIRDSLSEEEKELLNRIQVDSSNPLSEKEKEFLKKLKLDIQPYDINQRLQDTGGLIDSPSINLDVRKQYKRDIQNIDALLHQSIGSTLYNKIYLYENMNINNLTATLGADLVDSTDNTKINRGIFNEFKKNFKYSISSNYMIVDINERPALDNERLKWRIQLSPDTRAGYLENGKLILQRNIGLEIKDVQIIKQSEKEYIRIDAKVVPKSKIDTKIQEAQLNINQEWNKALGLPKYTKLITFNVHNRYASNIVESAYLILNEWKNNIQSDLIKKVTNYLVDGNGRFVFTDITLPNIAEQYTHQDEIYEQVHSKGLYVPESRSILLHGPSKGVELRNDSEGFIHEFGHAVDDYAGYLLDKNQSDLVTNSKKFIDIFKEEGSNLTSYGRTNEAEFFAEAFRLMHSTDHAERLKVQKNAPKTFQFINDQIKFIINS
CCHF vOTU inh: CCHFV vOTU protease inhibitors, primary screen, biochemical, Pep-AMC substrate, fluorescence | AID 651958, 2012 | Crimean-Congo hemorrhagic fever virus L polyprotein viral ovarian tumor (vOTU) protease … | inhibition, % at 11.5 µM | actives 0.55% (n = 370,000); in the data active = inhibition above about 30%; also: 0% = vehicle wells with enzyme and 100% = no enzyme wells
FadD28 binding: inhibitors of FadD28 bisubstrate probe binding, primary screen, biochemical, fluorescence polarization, single point | Mycobacterium tuberculosis FadD28 fatty-acid-AMP ligase | actives 0.22% (n = 360,000) | inhibition, % at 12.5 µM | AID 588549, 2011; in the data active = inhibition above about 8.5%, passing the limit was not always enough; inconclusive = no clear call, values can overlap the other calls
PrPC surface inh: inhibitors of human cell surface prion protein PrPC, primary screen, cell-based, TR-FRET; TR-FRET read-out; actives 0.43% (n = 370,000); inhibition, % at 13.8 µM; Major prion protein (Homo sapiens), P04156; AID 720596, 2013; in the data active = inhibition above about 24%; also: 0% = median of the test wells and 100% = reference compound wells
An asterisk follows results filed as active. Rule as the data show it, unless noted: active = inhibition above about 30%; inconclusive = no clear call, values can overlap the other calls; inactive = below that. Rows were taken by chance; about 2.3% have a hit in one of these screens.

Results for O=C(Nc1cccc(C(=O)Nc2ccccc2C(=O)O)c1)c1cccc(Cl)c1 ?
BoNT-F LC inh: -10.4; PfHsp40 rescue: 2.1; BoNT-A LC inh2: -0.3; TcdB inh: -3.5; Y pestis TopoI: 10.4; Anthrax LF inh2: -4.1; CCHF vOTU inh: -0.9; FadD28 binding: -14.4; PrPC surface inh: -1.2

How did COc1ccccc1C(=O)Nc1ccc2c(c1)nc1n2CCSC1 do in these assays?
BoNT-F LC inh: 8.3; PfHsp40 rescue: 0.0; BoNT-A LC inh2: 1.9; Y pestis TopoI: 10.2; Anthrax LF inh2: -0.8; CCHF vOTU inh: -2.1; FadD28 binding: -2.2; PrPC surface inh: 3.9

What do the screens show for `COc1ccc(/C=N/NC(=O)COc2cccc3ccccc23)c(C(=O)O)c1OC`?
BoNT-F LC inh: -5.0; PfHsp40 rescue: 0.8; BoNT-A LC inh2: -0.6; Y pestis TopoI: -4.9; Anthrax LF inh2: 0.5; CCHF vOTU inh: -6.8; FadD28 binding: -1.5; PrPC surface inh: -0.1

Results for O=[N+]([O-])c1ccc(OCC(O)CN2CCN(c3ccccc3F)CC2)cc1 (stereo not given) ?
BoNT-F LC inh: 0.9; PfHsp40 rescue: 0.7; BoNT-A LC inh2: 0.7; TcdB inh: 0.3; Y pestis TopoI: 3.1; Anthrax LF inh2: -2.9; CCHF vOTU inh: 1.4; FadD28 binding: -2.6; PrPC surface inh: -9.5

What do the screens show for `CCC(C)c1ccc(-n2c(=O)c3ccccc3n3c(=S)[nH]nc23)cc1` (stereo not given)?
BoNT-F LC inh: -1.6; PfHsp40 rescue: 0.3; BoNT-A LC inh2: 0.1; TcdB inh: 0.1; Y pestis TopoI: 4.0; Anthrax LF inh2: 1.5; CCHF vOTU inh: 1.0; FadD28 binding: 0.1; PrPC surface inh: 1.9

Results for O=[N+]([O-])c1cc(S(=O)(=O)N2CCCC2)ccc1N/N=C/c1cccs1 ?
BoNT-F LC inh: -21.4; PfHsp40 rescue: 0.8; BoNT-A LC inh2: -2.7; Y pestis TopoI: 5.7; Anthrax LF inh2: -5.7; CCHF vOTU inh: -11.1; FadD28 binding: -1.5; PrPC surface inh: -3.6

How did COCCN(C(=O)Nc1ccccc1)c1ccccc1 do in these assays?
BoNT-F LC inh: -3.8; PfHsp40 rescue: -0.6; BoNT-A LC inh2: 0.4; Y pestis TopoI: -7.0; Anthrax LF inh2: 0.6; CCHF vOTU inh: 1.2; FadD28 binding: 0.8; PrPC surface inh: -5.7

What do the screens show for `CN1C[N+]([O-])=C(c2ccccc2)C1(C)C`?
BoNT-F LC inh: -4.1; PfHsp40 rescue: -1.4; BoNT-A LC inh2: -0.9; Y pestis TopoI: -6.5; Anthrax LF inh2: -2.7; CCHF vOTU inh: -8.1; FadD28 binding: -2.0; PrPC surface inh: -6.1

How did O=C(O)/C=C\C(=O)O do in these assays?
BoNT-F LC inh: -18.2; PfHsp40 rescue: -2.2; BoNT-A LC inh2: -1.5; TcdB inh: 2.9; Y pestis TopoI: -0.1; Anthrax LF inh2: -5.7; CCHF vOTU inh: 3.1; FadD28 binding: -2.2; PrPC surface inh: -2.2

Results for FC(F)(F)c1ccc(C2[C@H]3CN(CC4CCCCC4)[C@H](c4ccccc4)C34CC2(c2cccnc2)C4)cc1 (stereo not given in full) ?
BoNT-F LC inh: -9.1; PfHsp40 rescue: 0.5; BoNT-A LC inh2: -0.5; TcdB inh: 0.6; Y pestis TopoI: 10.2; Anthrax LF inh2: -9.0; CCHF vOTU inh: 8.6; FadD28 binding: -6.2; PrPC surface inh: 3.9

Results for Cc1oc(C(=O)O)cc1CSCc1cc(C(=O)O)c(C)o1 ?
BoNT-F LC inh: -6.7; PfHsp40 rescue: -0.4; BoNT-A LC inh2: 0.8; Y pestis TopoI: -3.8; Anthrax LF inh2: -4.0; CCHF vOTU inh: -8.0; FadD28 binding: -0.2; PrPC surface inh: 3.0

What do the screens show for `C=CCCC(=O)N1C[C@H]2CON(C)[C@H]2C[C@H]1c1cccc(Oc2ccccc2)c1`?
BoNT-F LC inh: -4.3; BoNT-A LC inh2: 0.0; TcdB inh: 1.7; Y pestis TopoI: 19.7; Anthrax LF inh2: -2.6; CCHF vOTU inh: 0.7; FadD28 binding: -4.6; PrPC surface inh: -1.5

How did COc1cc(/C=C/C(=O)O)cc(S(=O)(=O)N(CC(C)C)CC(C)C)c1OC do in these assays?
BoNT-F LC inh: -3.5; PfHsp40 rescue: -0.8; BoNT-A LC inh2: -0.7; TcdB inh: -0.4; Y pestis TopoI: 6.2; Anthrax LF inh2: -2.3; CCHF vOTU inh: 2.5; FadD28 binding: -0.9; PrPC surface inh: 8.0

Results for O=C(CN1CCN(S(=O)(=O)c2cccc(Cl)c2)CC1)NCC1(N2CCOCC2)CCCCC1 ?
BoNT-F LC inh: 12.4; PfHsp40 rescue: -0.3; BoNT-A LC inh2: 2.5; TcdB inh: 0.3; Y pestis TopoI: 11.0; Anthrax LF inh2: 2.5; CCHF vOTU inh: 7.8; FadD28 binding: -0.1; PrPC surface inh: -4.6

How did Cc1ccc(/C=C2\SC(=O)N(CCNC(=O)C3CSC4(C)CCC(=O)N34)C2=O)cc1 (stereo not given) do in these assays?
BoNT-F LC inh: 13.2; PfHsp40 rescue: -0.1; BoNT-A LC inh2: -0.8; TcdB inh: 0.4; Y pestis TopoI: 24.6; Anthrax LF inh2: 4.0; CCHF vOTU inh: 6.1; FadD28 binding: -4.2; PrPC surface inh: -3.2

Overlap with the part before: 2 entries; new compounds follow.
Results for O=C(CN1CCN(S(=O)(=O)c2cccc(Cl)c2)CC1)NCC1(N2CCOCC2)CCCCC1 ?
BoNT-F LC inh: 12.4; PfHsp40 rescue: -0.3; BoNT-A LC inh2: 2.5; TcdB inh: 0.3; Y pestis TopoI: 11.0; Anthrax LF inh2: 2.5; CCHF vOTU inh: 7.8; FadD28 binding: -0.1; PrPC surface inh: -4.6

How did Cc1ccc(/C=C2\SC(=O)N(CCNC(=O)C3CSC4(C)CCC(=O)N34)C2=O)cc1 (stereo not given) do in these assays?
BoNT-F LC inh: 13.2; PfHsp40 rescue: -0.1; BoNT-A LC inh2: -0.8; TcdB inh: 0.4; Y pestis TopoI: 24.6; Anthrax LF inh2: 4.0; CCHF vOTU inh: 6.1; FadD28 binding: -4.2; PrPC surface inh: -3.2

What do the screens show for `CC(=O)Nc1ccc(N(C(=O)CNC(=O)c2cccs2)C(C(=O)NCC2CCCO2)c2ccccc2)cc1` (stereo not given)?
BoNT-F LC inh: 19.6; PfHsp40 rescue: -0.7; BoNT-A LC inh2: -2.0; TcdB inh: -1.6; Y pestis TopoI: -0.7; Anthrax LF inh2: 18.6; CCHF vOTU inh: -2.3; FadD28 binding: -2.6; PrPC surface inh: 3.5

How did O=c1c2[nH]cnc2n(-c2ccc(F)cc2)c(=O)n1Cc1ccccc1 do in these assays?
BoNT-F LC inh: -2.8; PfHsp40 rescue: 0.2; BoNT-A LC inh2: 0.0; TcdB inh: 2.1; Y pestis TopoI: 1.4; Anthrax LF inh2: 6.2; CCHF vOTU inh: -17.3; FadD28 binding: -1.5; PrPC surface inh: -3.2

What do the screens show for `Cc1csc(-c2cnn(-c3ccccc3)c2NC(=O)c2cccc(F)c2)n1`?
BoNT-F LC inh: -6.2; PfHsp40 rescue: -0.8; BoNT-A LC inh2: 0.4; Y pestis TopoI: -0.9; Anthrax LF inh2: -1.4; FadD28 binding: 0.3

What do the screens show for `Cc1ccc(Nc2c(-c3ccc(N4CCOCC4)cc3)nc3cnccn23)cc1`?
BoNT-F LC inh: -7.5; PfHsp40 rescue: -0.8; BoNT-A LC inh2: -1.2; TcdB inh: 0.1; Y pestis TopoI: -2.5; Anthrax LF inh2: -7.3; CCHF vOTU inh: 7.1; FadD28 binding: -1.4; PrPC surface inh: 2.9

What do the screens show for `CCCCN(CCCC)CCn1cnc2c([nH]c3ccc(OC)cc32)c1=O`?
BoNT-F LC inh: 3.8; PfHsp40 rescue: -0.6; BoNT-A LC inh2: 0.1; TcdB inh: 2.8; Y pestis TopoI: 4.8; Anthrax LF inh2: 0.7; CCHF vOTU inh: -24.3; FadD28 binding: -2.9; PrPC surface inh: -5.2

What do the screens show for `CC(C)c1ccc(NC(=O)c2snc3ccc(Cl)cc23)cc1`?
BoNT-F LC inh: -6.3; PfHsp40 rescue: -0.3; BoNT-A LC inh2: 0.3; TcdB inh: 0.5; Y pestis TopoI: -0.7; Anthrax LF inh2: -2.2; CCHF vOTU inh: 9.6; FadD28 binding: -3.0; PrPC surface inh: 2.5

What do the screens show for `Cc1[nH]c(=S)sc1Cc1ccc(F)cc1`?
BoNT-F LC inh: -1.6; PfHsp40 rescue: 1.1; BoNT-A LC inh2: 0.4; Y pestis TopoI: -0.8; Anthrax LF inh2: 1.1; CCHF vOTU inh: 5.5; FadD28 binding: -2.6; PrPC surface inh: -3.6

How did N#CCN1CCCC(C(N)=O)C1 (stereo not given) do in these assays?
BoNT-F LC inh: -5.1; PfHsp40 rescue: 0.0; BoNT-A LC inh2: 0.2; TcdB inh: 0.4; Y pestis TopoI: -2.5; Anthrax LF inh2: -6.2; CCHF vOTU inh: 2.9; FadD28 binding: -0.6; PrPC surface inh: 1.4

What do the screens show for `COc1ccc(C(=O)NC(=S)NNC(=O)CNC(=O)C2CCCCC2)cc1`?
BoNT-F LC inh: 2.5; PfHsp40 rescue: -0.9; BoNT-A LC inh2: -0.6; TcdB inh: 1.3; Y pestis TopoI: 3.2; Anthrax LF inh2: -2.7; CCHF vOTU inh: 9.4; FadD28 binding: 0.7; PrPC surface inh: 3.8

How did COC(CN(C)C(=O)C1CCCN(S(=O)(=O)c2ccc3c(c2)oc(=O)n3C)C1)OC (stereo not given) do in these assays?
BoNT-F LC inh: -0.2; PfHsp40 rescue: -1.5; BoNT-A LC inh2: -0.7; TcdB inh: 0.2; Y pestis TopoI: 2.1; Anthrax LF inh2: 0.3; CCHF vOTU inh: 11.9; FadD28 binding: -2.0; PrPC surface inh: 1.0

Results for Cc1c(C(=O)N2CCN(c3ccccc3F)CC2)sc2nc(-c3ccccc3)cn12 ?
BoNT-F LC inh: 0.3; PfHsp40 rescue: 6.6; BoNT-A LC inh2: inconclusive; Y pestis TopoI: 14.4; Anthrax LF inh2: -7.9; CCHF vOTU inh: 4.7; FadD28 binding: -3.6; PrPC surface inh: -6.1

What do the screens show for `O=C(O)Cc1ccc(NC(=O)Cc2ccc3ccccc3c2)cc1`?
BoNT-F LC inh: 15.2; PfHsp40 rescue: -1.2; BoNT-A LC inh2: 1.4; TcdB inh: -2.0; Y pestis TopoI: 3.3; Anthrax LF inh2: 8.8; CCHF vOTU inh: 4.6; FadD28 binding: -4.1; PrPC surface inh: -5.8

How did Cc1ccc(C(=O)O/N=C/c2c(C)nn(C)c2Cl)cc1 do in these assays?
BoNT-F LC inh: -4.8; PfHsp40 rescue: 0.2; BoNT-A LC inh2: -0.6; TcdB inh: 0.1; Y pestis TopoI: 16.9; Anthrax LF inh2: -10.7; CCHF vOTU inh: -4.4; FadD28 binding: -0.9; PrPC surface inh: -1.6

How did CC(C)N1CCc2c(sc(NC(=O)c3ccc(S(=O)(=O)N4CCOCC4)cc3)c2C(N)=O)C1 do in these assays?
BoNT-F LC inh: -0.7; PfHsp40 rescue: 1.1; BoNT-A LC inh2: -0.1; TcdB inh: 2.0; Y pestis TopoI: 2.8; Anthrax LF inh2: 5.7; CCHF vOTU inh: 12.0; FadD28 binding: -3.0; PrPC surface inh: -29.2

Assay outcomes from PubChem.
